Bioassay records (PubChem)
Pol eta inh: blocks human DNA polymerase eta activity. Q9Y253. recombinant Pol eta, fluorescent DNA replication assay. Potency, µM (series often up to 114 µM), inactives show top-dose activity change, negative = inhibition, usual class: inhibitors. 1.2% of 390,000 active. AID 588591; further: potency means the concentration at half of the fitted maximal effect; on the % scale 0 is the no-effect control and ±100 the full control effect
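Pol eta (10 nM) was preincubated with compounds for 15 min at room temperature, after which fluorescent replication substrate (50 nM final) was added to start the reaction. Fluorescence was read kinetically at 0 and 10 min.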
Pol kappa inh: blocks human DNA polymerase kappa activity; purified Pol kappa, fluorescent DNA synthesis assay, 10 min; Potency, µM (highest dose often 107 µM), for the others: at the highest dose activity, negative = inhibition, actives largely listed as inhibitors; 0.53% of 400,000 active; AID 588579; further: potency means the concentration at half of the fitted maximal effect; on the % scale 0 is the no-effect control and ±100 the full control effect
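Inhibition of 10 nM Pol kappa is measured by a fluorescent read-out at 0 and 10 min following addition of 50 nM substrate (final), with a 15-min room-temperature compound preincubation.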
ERG-DNA inh: inhibitors of human ERG Ets domain-DNA interaction; fluorescence polarization, His-ERG Ets domain / labelled DNA; Potency, µM (series often up to 76.9 µM), without a hit: at the highest dose FP activity, negative = inhibition, hits mostly inhibitors; 0.028% of 370,000 active; active means well fitted inhibition curve with a large enough effect in the polarisation, with a control signal flat; inconclusive means small, poorly fitted or top-dose-only effect, or effect the other way, or a change in a side signal; inactive means no such curve, though single readings can be large or run the other way; the % refers to the polarisation;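 further: polarization taken with two DNA probes labelled with fluorescein and Texas red; potency means the concentration at half of the fitted maximal effect; % of control where 0% means no effect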
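His-tagged ERG Ets domain (1 uM in the protein solution; 300mM KCl, 50mM Tris-HCl, 1mM EDTA, 1mM DTT, pH 7.5) received compound, then a probe mix of 5 nM fluorescein-DNA and 100nM Texas-615-DNA. Fluorescence polarization was read for both dyes.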
ALOX12 inh: ALOX12 (human) lipoxygenase inhibition; purified 12hLO, xylenol orange hydroperoxide absorbance; Potency, µM (doses to about 108 µM), without a hit: at the highest dose activity change, negative = inhibition, hits mostly inhibitors; 1.1% of 580,000 active; AID 1671190; further: potency means the concentration at half of the fitted maximal effect; on the % scale 0 is the no-effect control and ±100 the full control effect
Target sequence (P18054 whole entry, looked up): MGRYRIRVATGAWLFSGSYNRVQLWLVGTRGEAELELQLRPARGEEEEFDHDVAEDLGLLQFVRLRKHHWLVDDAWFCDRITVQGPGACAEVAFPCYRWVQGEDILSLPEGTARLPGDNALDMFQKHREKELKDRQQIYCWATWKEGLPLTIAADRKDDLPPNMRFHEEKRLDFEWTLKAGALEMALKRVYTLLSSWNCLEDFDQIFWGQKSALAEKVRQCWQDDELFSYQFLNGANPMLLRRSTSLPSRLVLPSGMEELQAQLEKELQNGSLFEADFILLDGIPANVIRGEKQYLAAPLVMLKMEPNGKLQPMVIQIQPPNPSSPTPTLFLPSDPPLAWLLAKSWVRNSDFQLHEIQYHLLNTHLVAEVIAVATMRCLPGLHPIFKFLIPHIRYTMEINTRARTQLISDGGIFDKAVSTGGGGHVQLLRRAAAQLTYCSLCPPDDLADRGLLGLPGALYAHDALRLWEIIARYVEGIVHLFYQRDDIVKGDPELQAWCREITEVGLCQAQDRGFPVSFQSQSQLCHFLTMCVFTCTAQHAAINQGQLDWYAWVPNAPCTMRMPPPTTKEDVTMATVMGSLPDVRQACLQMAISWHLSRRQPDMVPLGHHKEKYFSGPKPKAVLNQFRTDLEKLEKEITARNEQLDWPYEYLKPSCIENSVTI
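Purified human 12hLO at 150 nM in 25 mM Hepes, 0.01% Triton X-100, pH 7.0, preincubated 15 min at room temperature with compound. Reaction started with 40 uM arachidonic acid, 30 min at room temperature. Hydroperoxide measured by Fe-xylenol orange, 573/405 nm absorbance ratio.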
POLB inh: DNA polymerase beta (human) inhibition; P06746; Pol beta primer extension/strand displacement, fluorescence kinetic; Potency, µM (doses to about 114 µM), without a hit: at the highest dose activity change, negative = inhibition, most hits filed as inhibitors; 1.3% of 340,000 active; further: potency means the concentration at half of the fitted maximal effect; on the % scale 0 is the no-effect control and ±100 the full control effect
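Preincubation: enzyme (10 nM) with compound, 15 min, RT. Reaction: substrate added to 50 nM final. Reads: 0 and 10 min. Analysis: normalized, Hill fit.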
LDHA block: inhibitors of human lactate dehydrogenase A | activity change, % (values are at about 110 or 230 µM) | AID 1347041 | purified LDHA, NADH/diaphorase-resazurin fluorescence; active compounds read low | 0.15% of 480,000 active; in the data active means activity change below about -30%; inconclusive means mostly about -25% to -30%;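 further: plate controls were DMSO wells for no effect and wells without enzyme for full effect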
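LDH5 2 nM; NADH 0.06 mM, pyruvate 0.2 mM; 200 mM Tris pH 7.4, EDTA, Tween-20; 5 min RT. Detection: diaphorase 0.133 mg/mL + resazurin 37 µM, fluorescence ex540/em590 at 0 and 20 min; normalized to enzyme-free and DMSO wells.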
Apoferritin bind: candidate novel general anesthetic via apoferritin binding. apoferritin/1-aminoanthracene competitive binding, fluorescence. 0.074% of 350,000 active. P02791. AID 485281. Potency, µM (titrated, usually from 77.5 µM), inactives show top-dose activity change, negative = displacement, most hits filed as inhibitors; further: potency means the concentration at half of the fitted maximal effect; on the % scale 0 is the no-effect control and ±100 the full control effect; nearly all actives have a fitted effect of over 20% in size
Target sequence (P02791 2-175 limits assumed): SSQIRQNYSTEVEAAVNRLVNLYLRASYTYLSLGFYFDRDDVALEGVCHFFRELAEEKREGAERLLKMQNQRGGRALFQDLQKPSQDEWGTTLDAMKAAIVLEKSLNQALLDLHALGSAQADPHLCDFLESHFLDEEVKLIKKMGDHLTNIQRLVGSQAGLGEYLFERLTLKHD
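Read-out: endpoint 1-AMA fluorescence, excitation 380 nm and emission 535 nm, after compounds sit 10 min at room temperature with 10 uM horse-spleen apoferritin in 50% saturated 1-AMA/PBS. Values come from four-parameter Hill fits.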
RGS4 inhibitor: human RGS4 inhibition. P49798. Transcreener GDP fluorescence polarization, RGS4-accelerated GTP hydrolysis. Potency, µM (titrated, usually from 114 µM), for inactives: at the top dose activity change, negative = inhibition, hits mostly inhibitors. 0.039% of 390,000 active. AID 504845; further: potency means the concentration at half of the fitted maximal effect; on the % scale 0 is the no-effect control and ±100 the full control effect; nearly all actives have a fitted effect of over 75% in size; some results filed as inactive show a strong effect at the top dose
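MLSMR compounds (23 nl, pin-transferred) preincubated 10 min at room temperature with a 500nM (2x) first reagent, then RGS4 at 900nM (2x) plus Transcreener GDP mix added; fluorescence polarization (620/688 nm) read before and after 90 min at 30 °C.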
APEX1 inh: blocks human APE1 abasic DNA cleavage; Potency, µM (doses to about 65.8 µM), for the others: top-dose activity change, negative = inhibition, actives largely listed as inhibitors; P27695; 0.35% of 350,000 active; recombinant APE1, TAMRA/BHQ-2 abasic DNA cleavage fluorescence;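 further: potency means the concentration at half of the fitted maximal effect; plate controls were vehicle for no effect and reference inhibitor for full effect; nearly all actives have a fitted effect of over 55% in size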
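Step 1: APE1 (0.75 nM) with compound, 15 min RT. Step 2: add 50 nM fluorophore/quencher THF duplex. Step 3: three fluorescence reads 60 s apart (525/598 nm); read 3 minus read 1 = reaction progress.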
* hit, by the source's call; ? = inconclusive; / = no result given; & = joins results of further samples; [ ] = remark or other dose. Unless noted, the call rests on the fitted dose curve; in most records, active means well fitted curve in the direction sought with a large enough effect; inconclusive means small, poorly fitted or top-dose-only effect, or another doubt; inactive means no such curve, though single readings can be large; an effect the other way counts as inactive or inconclusive. The list is partial, so the mix of outcomes need not match the whole.

item	mol	POLB inh	ERG-DNA inh	Pol kappa inh	Pol eta inh	ALOX12 inh	APEX1 inh	Apoferritin bind	LDHA block	RGS4 inhibitor
1	COc1ccccc1C(=O)N/N=C(\C)CC(=O)Nc1ccc2c(c1)OCCO2	5%	10%	-5%	-13%	-17%	-5%	-20%	-1	-23%
2	O=C(CSc1ncn(-c2ccccc2)n1)Nc1ccc2c(c1)OCO2	18%	-2%	-13%	-2%	?	1%	-22%	-7	-23%
3	Cc1nc2nc(-c3ccccc3)cn2nc1C	27%	/	-7%[60.1 µM]	-2%	-7%[57.4 µM]	-2%	/	3	30%
4	CCC(C)Nc1nc(-c2ccccn2)nc2ccccc12 (centres undefined)	8%	1%	2%	-16%	19%&2%	-10%	1%	-1&15	37%
5	Cc1c(Cl)c(-c2n[nH]c(=S)n2Cc2ccco2)nn1C	1%	-13%	-14%	7%	?	2%	-6%	-5	-7%
6	CSc1scc2c1-c1nc(SCC(=O)C(C)(C)C)ncc1CC2	-27%	2%	-4%	-10%	356%[activator]	-5%	-14%	3	-21%
7	C=CCn1c(=O)[nH]c(=O)c2c(N)c(C(=O)c3ccc(OC)cc3)sc21	/	16%	0%	-17%	1%	/	/	0	-30%
8	OC1CCCN(C(=S)Nc2ccc(SC(F)F)cc2)C1 (centres undefined)	0%	-1%	-3%	-8%	8%	2%	?	-9	7%

Shown screen by screen: part of the list above
1. COc1ccccc1C(=O)N/N=C(\C)CC(=O)Nc1ccc2c(c1)OCCO2
2. O=C(CSc1ncn(-c2ccccc2)n1)Nc1ccc2c(c1)OCO2
3. Cc1nc2nc(-c3ccccc3)cn2nc1C
screen / no.,1,2,3
POLB inh,5%,18%,27%
ERG-DNA inh,10%,-2%,/
Pol kappa inh,-5%,-13%,-7%[60.1 µM]
Pol eta inh,-13%,-2%,-2%
ALOX12 inh,-17%,?,-7%[57.4 µM]
APEX1 inh,-5%,1%,-2%
Apoferritin bind,-20%,-22%,/
LDHA block,-1,-7,3
RGS4 inhibitor,-23%,-23%,30%

Next section:
item	mol	POLB inh	ERG-DNA inh	Pol kappa inh	Pol eta inh	ALOX12 inh	APEX1 inh	Apoferritin bind	LDHA block	RGS4 inhibitor
9	O=C1CC(NCc2ccccc2F)C(=O)N1c1ccccc1 (centres undefined)	3%	-1%	-4%	-6%	-12%	2%	-12%	-9	12%
10	CC(Oc1ccccc1)C(=O)Nc1ccccc1O (centres undefined)	12%	-3%	-8%	0%	-1%	4%	?	4	21%
11	O=C(CCCCn1c(=O)c2ccccc2n(Cc2cccc(F)c2)c1=O)NCCc1ccccc1	4%	-4%	-12%	-4%	-15%	/	-7%	-2	11%
12	O=C(N/N=C/c1ccc2cccnc2c1)c1nc2ccccc2c(=O)[nH]1	-2%	-23%	4%	-15%	-14%	7%	6%	1	-6%
13	COc1ccc(CCn2c3c(c(=O)[nH]c2=O)C(NC(=O)c2cccs2)(C(F)(F)F)C(=O)N3)cc1OC (centres undefined)	0%	12%	0%	-10%	-1%	6%	-8%	0	18%
14	COc1cccc(NC(=O)CSc2nnc(-c3ccoc3C)n2CC2CCCO2)c1 (centres undefined)	5%	-9%	-1%	-11%	-21%	0%	-15%	-3	-7%[56.9 µM]
15	O=C(Nc1ccc2c(c1)OCO2)C1CCCN1C(=O)NCc1ccccc1 (centres undefined)	1%	2%	-7%	-10%	0%	-1%	-11%	1	5%
16	CCCCn1c(N)c(N(Cc2ccccc2OC)C(=O)c2c(CC)noc2C)c(=O)[nH]c1=O	0%	-14%	0%	-6%	1%	14%	-1%	-12	15%

Complete entries as entered above. Values in the order: POLB inh	ERG-DNA inh	Pol kappa inh	Pol eta inh	ALOX12 inh	APEX1 inh	Apoferritin bind	LDHA block	RGS4 inhibitor
Shown for O=C(Nc1ccc2c(c1)OCO2)C1CCCN1C(=O)NCc1ccccc1 (centres undefined) → 1%	2%	-7%	-10%	0%	-1%	-11%	1	5%
Shown for CC(Oc1ccccc1)C(=O)Nc1ccccc1O (centres undefined) → 12%	-3%	-8%	0%	-1%	4%	?	4	21%
Shown for COc1cccc(NC(=O)CSc2nnc(-c3ccoc3C)n2CC2CCCO2)c1 (centres undefined) → 5%	-9%	-1%	-11%	-21%	0%	-15%	-3	-7%[56.9 µM]
Shown for O=C1CC(NCc2ccccc2F)C(=O)N1c1ccccc1 (centres undefined) → 3%	-1%	-4%	-6%	-12%	2%	-12%	-9	12%

2 entries picked at random from the list so far, as already listed:
item	mol	POLB inh	ERG-DNA inh	Pol kappa inh	Pol eta inh	ALOX12 inh	APEX1 inh	Apoferritin bind	LDHA block	RGS4 inhibitor
15	O=C(Nc1ccc2c(c1)OCO2)C1CCCN1C(=O)NCc1ccccc1 (centres undefined)	1%	2%	-7%	-10%	0%	-1%	-11%	1	5%
16	CCCCn1c(N)c(N(Cc2ccccc2OC)C(=O)c2c(CC)noc2C)c(=O)[nH]c1=O	0%	-14%	0%	-6%	1%	14%	-1%	-12	15%

(continued)
item	mol	POLB inh	ERG-DNA inh	Pol kappa inh	Pol eta inh	ALOX12 inh	APEX1 inh	Apoferritin bind	LDHA block	RGS4 inhibitor
17	O=C(CC(NCCN1CCOCC1)C(=O)O)Nc1cccc(Cl)c1 (centres undefined)	/	3%	-1%	-18%	-8%	/	/	1	8%
18	N#CCCN(Cc1cccnc1)S(=O)(=O)c1ccc(S(=O)(=O)N2CCCCCC2)cc1	21%	/	-10%	-9%	20%	7%	-9%	-15	0%
19	COc1cccc(-c2nnc(NC(=O)C(C)C)o2)c1	-5%	?	-10%	-6%	8%	-7%	-7%	5	20%
20	CCOc1ccc(C(=O)Nc2onc3c2CCCC3)cc1	24%	3%	20%	-12%	-18%	/	-10%	-5	8%
21	COc1cc(OC)c(OC)cc1/C=N/NC(=S)NCCN1CCOCC1	-24%	22%	0%	-13%	-6%	-6%	0%	-3	0%
22	COCCNC(=O)c1ccc2c(=O)n(Cc3ccco3)c(SCC(=O)Nc3ccc(OC)cc3OC)nc2c1	-26%	-7%	-8%	-29%	1%	-30%	-8%	-6	-75%[56.9 µM]
23	O=C(COC(=O)C1CCCCC1)Nc1cccc(F)c1	/	-15%	-8%	-16%	-15%	22%	/	-7	-8%
24	Cn1c(=O)c(=O)n(C)c2cc(S(=O)(=O)CCC(=O)N3CCOCC3)ccc21	1%	-3%	-15%	-15%	4%	-3%	-2%	-7	?
